NTR1 agonist: agonists of NTR1, primary screen, imaging, U2OS cells, beta-arrestin-GFP, high content (AID 493036); NTR1-U2OS beta-arrestin-GFP spot imaging, agonist mode; activation, % at 20 µM; actives 0.17% (n = 330,000); Neurotensin receptor type 1 (Homo sapiens), P30989;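 active = activation at or above 40% of the spot to cytoplasm intensity ratio, with at least 20 cells analyzed; inconclusive = wells under 20 cells, flagged as cytotoxic or low count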;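 note: 0% = DMSO without peptide and 100% = 100 nM NTR1 peptide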
Target sequence (P30989 whole entry, looked up): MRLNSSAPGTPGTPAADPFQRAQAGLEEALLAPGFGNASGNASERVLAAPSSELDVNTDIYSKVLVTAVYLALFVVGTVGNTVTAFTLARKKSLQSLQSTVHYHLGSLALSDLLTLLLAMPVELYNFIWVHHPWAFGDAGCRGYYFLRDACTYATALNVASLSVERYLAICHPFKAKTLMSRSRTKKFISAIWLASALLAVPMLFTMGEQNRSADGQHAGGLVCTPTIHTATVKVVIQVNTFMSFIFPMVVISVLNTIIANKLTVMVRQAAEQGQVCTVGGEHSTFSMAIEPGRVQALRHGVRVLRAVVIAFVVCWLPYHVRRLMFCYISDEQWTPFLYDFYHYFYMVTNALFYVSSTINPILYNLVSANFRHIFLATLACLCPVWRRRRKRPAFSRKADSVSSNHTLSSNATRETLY
GPR35 antagonists: GPR35 antagonists blocking zaprinast-driven arrestin recruitment, primary screen, imaging, U2OS, beta-arrestin-GFP, zaprinast agonist (AID 2058); U2OS GPR35 beta-arrestin-GFP translocation imaging, zaprinast antagonism; higher % means a stronger effect; one-dose inhibition, % at 10 µM; IC50 in µM for titrated hits; actives 0.052% (n = 290,000);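 active = inhibition of at least 50% with at least 30 cells and total cytoplasm GFP at most 10,000,000; inconclusive = under 30 cells or total GFP of 10,000,000 plus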
HIV fusion peptide: inhibitors of HIV fusion peptide binding, primary screen, biochemical, uHTS, fluorescence dequenching (AID 1986) | cell-free peptide binding, fluorescence dequenching, 30 min; higher % means a stronger effect | inhibition, % at 20 µM; hits with a dose series show IC50 in µM | actives 0.3% (n = 290,000); in the data active = inhibition mostly above about 52%, no sharp cut-off; inactive = mostly below about 76%; note: some results filed as inactive read as strong as hits
Siah-1 displacement: Siah-1 peptide-binding antagonists, primary screen, biochemical, fluorescence polarization, rhodamine-plectin, uHTS (AID 1817) | E3 ubiquitin-protein ligase SIAH1 (Homo sapiens) | Siah-1 / rhodamine-plectin peptide fluorescence polarization; higher % means a stronger effect | one-dose displacement, % at 20 µM; IC50 in µM for titrated hits | actives 0.02% (n = 290,000);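 active = displacement of at least 50% at 20 µM, with a fluorescence ratio check between 0.3 and a set limit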;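 note: plate controls were Siah plus tracer with DMSO for no effect and tracer alone without Siah for full effect; strong numbers were not always called active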
K1F lysis inhibition: inhibition of K1F phage lysis, E. coli UTI89, bacterial capsule biogenesis inhibitors, alamar blue (AID 488966). one-dose inhibition, % at 100 µM; IC50 in µM for titrated hits. E. coli UTI89 K1F phage lysis, alamar blue, 2 h; higher % means a stronger effect. actives 0.02% (n = 340,000);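 active = phage lysis inhibition, versus mean bacterial control, above a set limit; inconclusive = no clear call, values can overlap the other calls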;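 note: capsule biogenesis inhibitors block K1F phage lysis so surviving cells raise fluorescence; higher fluorescence means more inhibition of phage lysis; actives were called in the ten point dose series up to 300 µM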
GPR55 beta-arrestin: GPR55 agonists via beta-arrestin recruitment, primary screen, imaging, U2OS cells, beta-arrestin-GFP redistribution (AID 1961). G-protein coupled receptor 55 (Homo sapiens). U2OS GPR55 beta-arrestin-GFP redistribution imaging; higher % means a stronger effect. activation, % at 10 µM, or EC50 in µM where a hit was titrated. actives 0.048% (n = 290,000);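 active = activation above 40% with more than 50 cells counted in the well; inconclusive = wells holding fewer than 50 cells, flagged as toxic or sparse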;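 note: U2OS osteosarcoma cells stably expressing GPR55 and beta-arrestin-GFP; plate controls were DMSO negative control for no effect and LPI positive control for full effect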
AID2073: inhibitors of Mint1-CaV2.2 protein interaction, biochemical, HTRF (AID 2073); Voltage-dependent N-type calcium channel subunit alpha-1B (Homo sapiens); HTRF protein-protein interaction, Mint1-CaV2.2; higher % means a stronger effect; one-dose inhibition, % at 20 µM; IC50 in µM for titrated hits; actives 0.19% (n = 290,000); in the data active = inhibition mostly above about 51%, no sharp cut-off; inconclusive = no clear call, values can overlap the other calls; inactive = mostly below about 53%; note: some results filed as inactive read as strong as hits
Dengue-2 NS5 capping: Dengue-2 NS5 methyltransferase inhibitors, primary screen, biochemical, confirmation dose response (AID 588689) | Genome polyprotein (Dengue virus type 2 (strain 16681-PDK53)) | Dengue-2 NS5 methyltransferase capping enzyme assay, biochemical; higher % means a stronger effect | inhibition, % at 25 µM, or IC50 in µM where a hit was titrated | actives 0.3% (n = 340,000); in the data active = a potency from the dose series; inconclusive = inhibition above about 29% without an active follow-up result
GPR55 antagonists: GPR55 antagonists blocking LPI-driven arrestin recruitment, primary screen, imaging, U2OS, beta-arrestin-GFP, LPI agonist (AID 2013); G-protein coupled receptor 55 (Homo sapiens); one-dose inhibition, % at 10 µM; IC50 in µM for titrated hits; U2OS GPR55 beta-arrestin-GFP translocation imaging, LPI antagonism; higher % means a stronger effect; actives 0.13% (n = 290,000);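 active = spots per cell inhibited over 60%, with over 100 cells counted and total cytoplasm intensity under 500,000; inconclusive = wells with under 100 cells, flagged as likely toxic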;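 note: U2OS cells stably carrying GPR55 and arrestin-GFP stimulated by 5 µM LPI near EC80; imaged beta-arrestin-GFP aggregate spots per cell after agonist stimulation; plate controls were LPI-stimulated DMSO wells for no effect and DMSO wells without LPI for full effect; some results filed as inactive read as strong as hits; confirmed hits need IC50 under 10 µM and bright autofluorescent wells are also inconclusive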
NTR1 agonist cell count 20 µM: second read-out of NTR1 agonist, no call of its own (marks repeat the call); cell count; measured here: cell count, cytotoxicity flag
Dengue-2 NS5 capping pilot replicate: also measured in Dengue-2 NS5 capping; calls as there; inhibition, %; measured here: pilot screen replicate inhibition
The depositor's hits bear a star; ? = inconclusive; . = not tested or not shown; [ ] = another dose, or the depositor's remark.

SMILES	NTR1 agonist	NTR1 agonist cell count 20 µM	GPR35 antagonists	HIV fusion peptide	Siah-1 displacement	K1F lysis inhibition	GPR55 beta-arrestin	AID2073	Dengue-2 NS5 capping	GPR55 antagonists	others
O=C(O)COc1ccccc1/C=N/NC(=O)c1cccc(S(=O)(=O)Nc2cccc(Cl)c2)c1	1.2	29	-4%	26%	0%	1.2%	0.5%	20%	7%	4%
NS(=O)(=O)c1ccc(NC(=O)C2Cc3ccccc3CN2C(=O)c2ccco2)cc1 (configuration not stated)	-0.2	37	12%	12%	18%	-0.3%	0.2%	36%	-6%	-5%
CN(Cc1ccccc1)c1nc2c(c(=O)[nH]c(=O)n2C)n1CCCc1ccccc1	2.3	33	-5%	-1.0%	-1%	-1.2%[50 µM]	0.2%	43%	-3%	13%
O=C(NCCn1cc(SCc2ccccc2)c2ccccc21)c1ccccc1F	1.6	60	-16%	-0.4%	-2%	3.5%	0.2%	-6%	1%	15%
COc1ccc(NC(=O)NNC(=O)c2ccc3ccccc3c2)cc1OC	2.4	75	3%	0.7%	10%	-0.1%	-0.1%	10%	-1%	-5%
COc1ccc2nc(NC(=O)CN(C)S(=O)(=O)c3cccs3)sc2c1	0.2	56	4%	-2.0%	10%	0.5%	0.0%	-2%	-3%	-12%
Nc1cc(-c2ccccc2)nn1S(=O)(=O)c1ccc(F)cc1	0.3	70	-5%	1.8%	-6%	3.8%	-0.1%	-12%	0%	-12%
O=C(CNCC1CCCCC1)Nc1cccc(S(=O)(=O)N2CCOCC2)c1	0.6	36	7%	1.6%	6%	-1.1%	0.5%	-3%	-15%	-3%
Cc1ccc(Sc2ccc(C(=O)N(C)C)cc2[N+](=O)[O-])cc1	1.0	30	6%	-0.3%	5%	0.2%	-0.1%	-7%	-2%	4%
O=C1c2oc3ccccc3c(=O)c2C(c2cccc(Br)c2)N1Cc1ccco1 (configuration not stated)	7.4	57	16%	-4.8%	-3%	1.4%	-0.1%	-7%	-6%	9%
Fc1ccc(F)c(NC(=S)NCCc2ccccc2)c1	-0.3	49	-2%	-0.3%	-2%	0.1%	0.7%	-13%	-8%	-7%
NC(=O)Cn1c(=O)n(CCc2ccccc2)c(=O)c2c3c(sc21)CCCC3	12	55	2%	7.8%	-7%	1.9%	0.3%	-7%	2%	-11%
CC(=O)NC(C)C12CC3CC(CC(CC(=O)O)(C3)C1)C2 (configuration not stated)	-0.1	58	-6%	-1.3%	1%	0.2%	0.4%	-6%	-6%	-9%
O=C(NNS(=O)(=O)c1ccccc1C(F)(F)F)c1cc2ncc(C(F)(F)F)cc2s1	-1.4	55	-1%	0.9%	5%	.	-0.2%	-6%	.	2%
Cc1ncsc1CCOC(=O)C12CC3CC(CC(C3)C1)C2	2.0	86	3%	-3.0%	3%	-0.7%	-0.1%	-6%	-12%	29%
COC(=O)c1ccccc1NC(=O)c1nc2nc(C)cc(C(F)F)n2n1	-1.2	48	-1%	0.1%	2%	-0.1%	-0.1%	0%	12%	-3%
Cc1nn(-c2cccc(Cl)c2)c2nc(-c3ccncc3)cc(C(=O)N3CCOCC3)c12	6.7	68	-11%	-0.1%	-1%	0.9%	-1.1%	23%	7%	1%
CCOC(=O)/C(=N/Nc1ccc(Cl)cc1)Sc1nnnn1-c1ccc(C)cc1	1.6	65	-3%	2.2%	3%	1.7%[50 µM]	-0.5%	-28%	-5%	-16%
COC(=O)[C@H](Cc1ccccc1)NC(=O)NCc1cccs1	-1.3	64	-3%	-1.6%	1%	7.2%	-0.1%	-2%	6%	2%
O=C(Cn1nc(-c2ccccc2)ccc1=O)Nc1ccc(NC(=O)c2ccccn2)cc1	-1.0	99	2%	12%	7%	-0.1%	-0.5%	28%	-5%	-1%
Cc1cc(-c2cccnc2)c(C#N)c(SCC#N)n1	-0.9	51	-3%	0.0%	-4%	5.2%	0.0%	-1%	-2%	-3%
CCOc1ccc2c(c1)c1nnc(SCC3CCCO3)nc1n2C (configuration not stated)	1.1	90	2%	-1.8%	13%	0.0%	0.3%	40%	-6%	4%
CCC(C)/C(C)=N/NC(=O)CNS(=O)(=O)c1ccc([N+](=O)[O-])cc1 (configuration not stated)	2.6	46	-16%	-2.3%	6%	5.4%	-0.1%	18%	.	-1%
COc1ccc(Sc2nnc(-c3ccccc3)cc2C#N)cc1	2.8	74	8%	0.1%	-2%	2.4%[50 µM]	-0.1%	-2%	3%	9%
Cc1cccc(C)c1-n1c(C)cc(/C=N/NC(=O)c2ccncc2)c1C	0.2	64	-11%	-2.6%	3%	8.7%	0.2%	7%	-14%	2%
O=[N+]([O-])c1cc(S(=O)(=O)NCCCN2CCOCC2)ccc1Cl	3.6	64	4%	3.1%	0%	0.3%	0.2%	-4%	-8%	-3%
Cn1c(CN2CCN(C(=O)c3ccccc3)CC2)nc2cc([N+](=O)[O-])ccc21	2.4	82	-7%	3.8%	-1%	1.0%	-0.4%	7%	-4%	-5%
O=C(CSc1nc2cc(Cl)ccc2s1)NC1CCCc2ccccc21 (configuration not stated)	6.2	64	-3%	2.8%	-1%	0.5%[50 µM]	0.7%	0%	1%	16%
CCN1CCN(C(CNS(=O)(=O)c2ccc(F)cc2)c2cccnc2)CC1 (configuration not stated)	1.5	45	7%	2.3%	-3%	-0.2%	-0.1%	4%	-5%	15%
COc1ccc(Br)cc1S(=O)(=O)N(CC(=O)N1CCOCC1)c1ccccc1	-1.6	53	-15%	5.3%	2%	0.2%	-0.1%	-2%	-1%	14%
N#Cc1ccc(S(=O)(=O)N2CCCN(c3nc4ccc(Cl)cc4s3)CC2)cc1	0.1	62	24%	-0.1%	-6%	-1.2%	0.9%	-7%	-5%	-6%
O=[N+]([O-])c1cc(/C=N/N2CCN(C3c4ccccc4-c4ccccc43)CC2)ccc1Cl	-0.8	56	2%	-1.2%	1%	0.4%	0.0%	4%	0%	-2%
CC(=O)N1CCN(c2ccc(NC(=O)c3ccc(C)cc3)cc2)CC1	-0.4	40	7%	-2.3%	-2%	1.1%	0.0%	-6%	-2%	-4%
CCc1nc2sc3ccccc3c(=O)c2c(=O)n1CCOC	2.1	68	-7%	-3.0%	-5%	4.8%	-0.1%	-5%	-10%	12%
Cc1ccc(C)c(-n2nnnc2SCC(=O)NCCC2=CCCCC2)c1	1.8	53	-3%	0.0%	0%	1.4%	-0.2%	1%	-4%	14%	Dengue-2 NS5 capping pilot replicate=0.0
COC1(OC)N=C(N)C2(C#N)C(c3ccccc3)NC(C)=CC12C#N (configuration not stated)	-0.5	49	22%	7.8%	-2%	-0.3%[50 µM]	0.2%	12%	-3%	11%
O=C(CN(Cc1ccccc1)S(=O)(=O)c1cccc(C(F)(F)F)c1)NC1CCCCC1	3.0	47	-5%	2.5%	3%	0.0%	0.1%	3%	-1%	16%
c1ccc(-c2ccc(-c3ccccn3)nn2)nc1	0.1	57	-4%	2.1%	-2%	.	0.1%	8%	.	7%
CC1CN(C)CCC1OC(=O)c1ccccc1 (configuration not stated)	-0.1	46	16%	0.4%	7%	-0.2%	-0.3%	1%	-3%	-15%
Cc1cc(NC(=O)c2ccc(C#N)cc2)on1	0.0	83	17%	-1.1%	-8%	0.2%	-0.3%	-8%	1%	14%
Cc1nn(C)c(C)c1S(=O)(=O)N1CCCC(C(=O)NC2CCCCCC2)C1 (configuration not stated)	5.7	64	-5%	3.9%	0%	-0.1%	-0.1%	1%	-2%	9%
CC(=O)N1CCN(C(=O)CSc2nc3c(cnn3-c3ccccc3)c(=O)[nH]2)CC1	-0.8	26	-6%	-2.1%	-6%	0.2%	0.0%	3%	3%	6%
Cc1ccc(C(=O)Nc2c(C)n(C)n(-c3ccccc3)c2=O)cc1	-1.2	88	9%	-1.2%	8%	1.2%	-0.3%	-1%	.	3%
CCOC(=O)C1=C(C)OC(N)=C(C#N)C1c1c(C)nn(-c2ccccc2)c1Cl (configuration not stated)	-1.3	86	14%	3.3%	2%	0.0%	0.6%	6%	-7%	-5%
CCc1ccccc1Nc1ncnc2ccccc12	-1.1	96	-11%	-0.8%	9%	-0.2%	0.0%	36%	-11%	4%
CC(C)(C)C(=O)Nc1ccc(N=Nc2ccccc2)cc1	7.9	58	11%	-2.5%	-1%	0.0%	0.2%	6%	-11%	5%
Cc1cc(/C=C(\C#N)C(=O)OCC#N)c(C)n1CC(C)C	2.5	37	0%	1.4%	11%	-0.6%	-0.1%	10%	-9%	-1%
COc1ccc2c(c1)S/C(=C\C(=O)c1ccncc1)N2C	1.4	49	-5%	-0.7%	0%	-0.1%	0.9%	6%	-5%	8%
CCCOc1ccc(C(=O)c2ccccc2C(=O)O)cc1OCCC	0.9	52	6%	-0.3%	12%	0.0%	0.2%	16%	-6%	7%
Cc1ccc(S(=O)(=O)NC(=O)c2cc(C)n(-c3ccccc3)c2C)cc1	-0.3	78	-3%	3.9%	4%	0.3%	-0.2%	4%	-3%	-2%
Cn1nc(OCC(=O)O)cc1C(F)(F)F	-0.2	48	25%	-0.5%	-2%	-0.6%	-0.2%	-1%	-3%	3%
COC(=O)c1ccccc1NC1=C/C(=N\S(=O)(=O)c2ccc(C(=O)O)cc2)c2ccccc2C1=O	0.3	46	-6%	40%	5%	0.8%	0.0%	9%	?	-1%
CCOc1cc(/C=N/NC(=O)c2cccnc2)ccc1OCC(=O)N(C)C	1.3	44	5%	1.7%	0%	1.3%	-0.4%	27%	-1%	6%
O=C(CCCn1c(=S)[nH]c2ccc(Br)cc2c1=O)NCc1ccccn1	-0.3	55	11%	-1.1%	4%	0.4%	-0.3%	-30%	-6%	6%
O=C(CCCN1C(=O)/C(=C\c2cccs2)SC1=S)Nc1ccccn1	2.7	63	-7%	-0.7%	-1%	0.1%	-0.1%	3%	-5%	2%

Source: PubChem (several laboratories)

Rows are unselected; 1.2% or so of the library scored in one or more.
